HCV NS3 hel inh – inhibitors of Hepatitis C virus NS3 helicase. NS3 helicase DNA unwinding, Cy5 molecular beacon fluorescence. inhibition, % at 10.9 µM. 290,000 tested, 0.56% active. AID 1800;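 active = inhibition above the mean of all tested compounds plus 3 SD, set per campaign, cut at about 35% in these data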;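 note: 0% = DMSO wells and 100% = thioflavine S control wells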
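Assay system: hepatitis C virus NS3 helicase domain fragment enzyme. Also added: annealed dual-labelled DNA beacon duplex, ATP-started. Timing: 1 h reaction at 25 °C, ATP-initiated. Technique: Cy5 fluorescence at 0 and 60 min, beacon hairpin quenching. Evaluation: % inhibition of unwinding. Replication: one well per compound.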
GalR3 antagonist – blocks the human galanin receptor 3 | O60755 | HEK293 GalR3-CNG cAMP membrane potential fluorescence; galR3 body fused to GalR1 C-terminus | inhibition, % at 3 µM | 360,000 tested, 0.44% active | AID 651719;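 active = inhibition above the screen-wide average plus 3 SD, cut at about 13% in these data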;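 note: forskolin and galanin both at EC90 stimulate the cells; cAMP rise reported by CNG channel membrane potential dye signal; 0% = forskolin plus galanin with DMSO and 100% = forskolin alone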
Target sequence (O60755 1-299 limits assumed): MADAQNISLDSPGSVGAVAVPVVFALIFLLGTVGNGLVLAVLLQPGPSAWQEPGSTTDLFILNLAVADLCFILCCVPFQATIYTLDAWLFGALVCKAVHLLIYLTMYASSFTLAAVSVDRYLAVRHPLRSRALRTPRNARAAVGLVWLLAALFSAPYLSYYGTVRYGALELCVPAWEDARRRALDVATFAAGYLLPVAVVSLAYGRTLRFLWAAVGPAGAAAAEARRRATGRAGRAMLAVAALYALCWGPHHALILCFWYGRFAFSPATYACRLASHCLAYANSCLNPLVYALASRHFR
MEKK2 WT-MEK5 – raises or lowers MEK5 binding to wildtype human MEKK2 PB1 domain | bead flow cytometry, Alexa488-MEK5 binding to MEKK2 WT; actives lie on both sides | binding response (% of control), % at 10 µM | 290,000 tested, 1.1% active; in the data active = binding response below about 67% or above about 130%
UBC9 SUMO inh – blocks human SUMOylation mediated by UBC9; 290,000 tested, 0.36% active; inhibition, % at 35 µM; P63279; AID 2006; HTRF SUMOylation assay, SAE1/SAE2 + UBC9, in vitro; in the data active = inhibition above about 50%, passing the limit was not always enough; note: strong numbers were not always called active
Target sequence (P63279 whole entry, looked up): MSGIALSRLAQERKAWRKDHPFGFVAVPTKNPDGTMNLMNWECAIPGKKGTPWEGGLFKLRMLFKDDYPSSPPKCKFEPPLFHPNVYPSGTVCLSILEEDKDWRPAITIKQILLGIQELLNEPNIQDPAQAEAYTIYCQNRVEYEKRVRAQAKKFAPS
DNA FID counter – displaces DNA intercalator in HCV helicase counter-screen; DNA fluorescent intercalator displacement, fluorescence; inhibition, % at 7.9 µM; 290,000 tested, 0.17% active; in the data active = inhibition above about 37%;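 note: 0% = vehicle and 100% = reference compound; higher means more ethidium bromide displaced from hairpin DNA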
MEKK2mut PB1 HTS – signal of MEK5 binding to mutant human MEKK2 PB1 domain | 290,000 tested, 0.35% active | bead flow cytometry, Alexa488-MEK5 binding to MEKK2 mutant | percent response, % at 10 µM; in the data active = percent response above about 24%, passing the limit was not always enough; note: inactives centre near 1; some results filed as inactive read as strong as hits; reference of the scale not given here
CRFR2-BP antag – blocks CRF-induced signaling of the CRF-BP/CRF-R2 complex; HEK293 CRF-R2/CRF-BP, CRF-induced calcium fluorescence; inhibition, % at 11.8 µM; 350,000 tested, 0.59% active;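 active = inhibition of the ligand-induced calcium signal above about 50% at the single tested concentration, limit read from the data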
MEKK3 PB1 HTS – MEKK3-MEK5 PB1 interaction, increase or decrease; Q99759; bead-based flow cytometry, Alexa488-MEK5 binding to MEKK3; actives lie on both sides; 0 = blocked by unlabeled MEK5, 100 = vehicle; binding response (% of control), % at 10 µM; 290,000 tested, 1.4% active; AID 1529;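 active = binding response more than 3 SD above or below the average of its plate-row segment, actives on both sides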;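 note: Alexa488 bead fluorescence after subtracting the streptavidin-only scavenger bead signal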
Target sequence (Q99759 whole entry, looked up): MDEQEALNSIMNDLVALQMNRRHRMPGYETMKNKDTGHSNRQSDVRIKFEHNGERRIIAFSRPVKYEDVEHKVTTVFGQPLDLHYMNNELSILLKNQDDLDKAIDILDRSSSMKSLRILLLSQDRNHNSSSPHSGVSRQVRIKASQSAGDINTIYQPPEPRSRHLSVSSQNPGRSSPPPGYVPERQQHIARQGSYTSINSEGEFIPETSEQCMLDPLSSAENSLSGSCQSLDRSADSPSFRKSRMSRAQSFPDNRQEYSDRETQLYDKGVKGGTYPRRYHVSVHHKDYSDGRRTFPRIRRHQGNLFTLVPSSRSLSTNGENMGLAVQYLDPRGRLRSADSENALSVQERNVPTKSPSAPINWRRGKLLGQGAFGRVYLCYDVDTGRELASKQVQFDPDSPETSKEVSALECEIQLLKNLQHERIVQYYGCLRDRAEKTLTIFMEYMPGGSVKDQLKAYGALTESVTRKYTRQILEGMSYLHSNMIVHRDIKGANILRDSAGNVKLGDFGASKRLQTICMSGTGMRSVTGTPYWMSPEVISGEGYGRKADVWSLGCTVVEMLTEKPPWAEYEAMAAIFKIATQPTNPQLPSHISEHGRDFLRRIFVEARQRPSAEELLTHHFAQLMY
CRFBP-R2 agonist – CRF-BP/CRF-R2 complex agonism; HEK293 CRF-R2/CRF-BP, calcium dye fluorescence (FLIPR); percent of saturating CRF peptide response; activation, % at 13.2 µM; 350,000 tested, 0.46% active;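 active = activation of at least 50%, plus an integration ratio under a set limit after plate pattern correction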;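 note: plate controls were neutral control wells without compound for no effect and CRF at EC100 for full effect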
An asterisk follows results filed as active; x = no result given; + = active, no number; [ ] = another dose, or the depositor's remark.

SMILES,HCV NS3 hel inh,GalR3 antagonist,MEKK2 WT-MEK5,UBC9 SUMO inh,DNA FID counter,MEKK2mut PB1 HTS,CRFR2-BP antag,MEKK3 PB1 HTS,CRFBP-R2 agonist
Cc1ccc(C(=O)n2ncn(C)c2=S)cc1,5.5,-4.8,108.0,9.4,-1.3,1.0,5.8,116.0,1.9
COc1ccc(Cc2nc3ccc(C(=O)NC(C)c4cn(C)nc4C)cc3o2)cc1 (stereo not drawn),-2.5,-10.1,103.0,14.6,-40.1,1.0,-3.7,103.0,-0.9
O=C(NCc1ccco1)c1cccc(S(=O)(=O)N2CCCCC2)c1,1.5,4.8,105.0,-13.2,-5.2,3.0,-13.1,103.0,-1.4
O=C(O)COc1ccc2c(c1)OCCO2,-3.4,-2.7,100.0,4.9,0.9,2.0,18.1,100.0,0.7
CCN(CC)S(=O)(=O)c1cccc(-c2nnc(-c3ccc(C)cc3)o2)c1,13.0,-3.3,101.0,4.4,-6.0,-1.0,0.0,103.0,5.9
CCOC(=O)[C@@H]1[C@H]2COc3cc(OC)ccc3[C@@H]2N2C(=O)N(c3ccc(OC)cc3)C(=O)[C@]12C,-9.9,-3.9,97.0,5.9,-41.4,-4.0,9.6,99.0,-0.5
O=C(Nc1ccc2c(c1)OCCO2)C1CCN(C(=O)c2ccc(Br)cc2)CC1,-3.5,-8.2,103.0,3.1,-36.8,-2.0,0.9,100.0,-1.7
Nc1ccc2nc(-c3ccccc3)c(-c3ccccc3)nc2c1,28.8,3.0,101.0,41.6,-33.9,0.0,-8.3,102.0,8.2
O=C(Nc1nnc(COc2ccc(Cl)cc2)s1)C1CCCO1 (stereo not drawn),-2.4,-4.8,x,-0.5,-15.7,x,13.7,x,-1.5
Cc1cccc(-n2c(SCC(=O)Nc3ncc(Cl)cc3Cl)nc3ccccc32)c1,-6.1,-1.6,99.0,-1.6,-21.1,1.0,-20.1,95.0,3.1
COc1ccccc1-n1cnnc1SCC(=O)N1CC(=O)Nc2ccccc21,-13.1,-3.5,96.0,17.7,-7.9,-10.0,7.9,89.0,-2.0
O=C(COC(=O)C1CCCN1C(=O)c1cccs1)c1ccccc1 (stereo not drawn),2.1,-2.4,105.0,-3.8,-16.8,5.0,0.9,104.0,-0.4
COc1ccc2c(c1)c(=O)oc1cc(OCC(=O)N3CCc4ccccc4C3)ccc12,10.7,-2.0,104.0,23.9,-6.6,2.0,-3.2,109.0,2.8
Cc1cc(C2=NNC(=NC3CC3)SC2)c(C)n1-c1ccccc1,11.8,-5.2,125.0,-9.9,-9.2,16.0,2.7,100.0,-1.6
COc1ccc(CNc2ccc3c(c2)ncn3-c2ccccc2OC)cc1,-21.3,-6.0,110.0,-28.6,-19.1,7.0,3.7,108.0,-0.5
CC1(C)Cc2c(cnn2-c2cccc(F)c2)C(NC(=O)c2ccc[n+]([O-])c2)C1 (stereo not drawn),3.6,1.9,98.0,3.2,-33.9,-4.0,-8.9,98.0,1.1
CC(C)(C)c1nc2ccccc2c(=O)n1N1C(=O)c2ccccc2C1=O,-0.1,-5.3,101.0,10.2,-23.5,3.0,-13.6,105.0,-0.8
Cc1ccc(NC(=O)C2CCCN(S(=O)(=O)c3c(C)noc3C)C2)cc1F (stereo not drawn),3.3,-4.3,99.0,-7.5,-2.0,7.0,-7.0,99.0,1.4
Cc1cccc(CCNC(=O)c2cccc(N3CCCC3=O)c2)c1,-1.0,2.0,100.0,1.1,-20.7,1.0,1.4,102.0,-0.6
O=C(Cn1cc(/C=N/NC(=O)c2cccc3ccccc23)c2ccccc21)Nc1ccc(F)cc1,-7.5,-4.0,38.0*[inhibitor],14.4,-4.0,-14.0,-3.1,38.0*[inhibitor],1.2
C=C(C)COc1ccc(-c2nc(N)ncc2Oc2ccccc2OCC)c(O)c1,-6.9,6.8,116.0,-6.4,-6.2,13.0,-8.4,113.0,4.2
O=c1cc(N2CCc3ccccc32)[nH]c(=O)n1-c1ccccc1,4.0,-7.0,105.0,-5.0,-6.3,1.0,22.4,98.0,-1.4
COc1ccc(C2CC(c3ccc(OC)cc3)n3nc(N)nc3N2)cc1 (stereo not drawn),3.5,1.0,93.0,-0.5,-18.0,-1.0,-19.2,96.0,0.4
COc1cc(C=O)ccc1OCCCOc1ccccc1[N+](=O)[O-],-17.1,-1.9,103.0,-10.3,4.4,-1.0,-14.3,110.0,0.9
Cc1c(-n2c(-c3ccccc3Cl)n[nH]c2=S)c(=O)n(-c2ccccc2)n1C,3.0,-6.2,102.0,4.2,-7.7,0.0,5.9,103.0,0.6
O=C(CN1CCOCC1)Nc1cc(C(F)(F)F)ccc1Cl,-3.3,6.5,91.0,-3.2,-10.3,-13.0,11.0,92.0,-1.8
O=C1C=C(Nc2ccc(Cl)cc2)CC(c2ccc(Cl)cc2)C1 (stereo not drawn),-0.6,-5.4,93.0,-19.6,-9.6,5.0,5.0,96.0,-0.7
CCOC(=O)CNC(=O)c1cccs1,-2.7,-1.1,105.0,-18.7,1.1,3.0,-11.0,103.0,0.6
CS(=O)(=O)c1ccccc1C(=O)Nc1nc2ccccc2[nH]1,-8.2,-3.8,69.0,6.2,-4.9,-23.0,-15.6,68.0,-2.0
N#Cc1ccc(NC(=O)N2CCC(c3nc4c(nnn4Cc4cccc(Cl)c4)c(=O)[nH]3)CC2)cc1,-11.7,-1.8,100.0,3.0,3.6,2.0,25.9,98.0,-1.9
O=C(NCCN1CCOCC1)c1ccccc1Cl,1.8,-9.1,106.0,0.1,-1.7,5.0,3.6,102.0,-0.7
CCCCC1CCC(c2ccc(C(N)=O)cc2)CC1 (stereo not drawn),2.8,-5.4,99.0,2.6,-2.9,2.0,4.0,93.0,-0.4
O=C(O)c1ccc(N2CC3CC(C2)c2cccc(=O)n2C3)c(NS(=O)(=O)c2cccc(C(F)(F)F)c2)c1 (stereo not drawn),6.5,-5.1,93.0,11.8,-34.3,-1.0,11.1,100.0,4.0
CCOc1ccc(-c2nonc2NC(=O)c2ccco2)cc1OCC,0.7,-1.6,103.0,10.7,-11.9,5.0,7.8,102.0,-0.2
CN(c1ccccc1C(=O)Nc1cccc([N+](=O)[O-])c1)S(=O)(=O)c1ccccc1,-5.0,-2.0,105.0,-6.4,-3.5,6.0,1.4,104.0,-1.2
COc1ccc(C(=O)Oc2ccc3c(c2)OCO3)cc1OC,8.7,-0.9,93.0,-7.5,-2.1,-4.0,-7.9,97.0,0.5
CCC(C)NC(=O)c1ccc2c(c1)S(=O)(=O)c1ccccc1C2=O (stereo not drawn),26.4,-2.7,100.0,-13.9,-3.5,1.0,-13.0,103.0,0.9
COc1ccc(C2(O)CC3CCC(C2)N3c2nc(C)cc(C)c2C#N)cc1 (stereo not drawn),-7.7,-4.7,99.0,9.5,-22.0,1.0,-8.5,97.0,0.5
CC(=O)c1ccc(NC(=O)C(C)N2CCN(C/C=C/c3ccccc3)CC2)cc1 (stereo not drawn),-13.9,-4.0,120.0,2.2,9.8,+,1.8,191.0*,-0.4
CCc1c(C)sc(NC(=O)c2cc(-c3ccc(O)cc3)on2)c1C#N,12.4,x,99.0,32.4,0.3,4.0,-22.1,98.0,5.3
Cc1ccc(NC(=O)C(C)Sc2nc(-c3ccccc3)cc(=O)[nH]2)cc1 (stereo not drawn),-5.5,-9.6,108.0,16.6,-15.3,2.0,15.0,102.0,-1.6
CCOC(=O)c1c(-c2ccccc2)oc2ccc(O)cc12,-1.7,-12.9,111.0,5.0,-11.9,5.0,7.2,107.0,-0.7
COc1cc(C2C(C(=O)c3ccco3)=C(O)C(=O)N2c2cc(C)on2)cc(Br)c1O (stereo not drawn),14.8,-2.9,110.0,7.6,-7.6,10.0,79.6*,109.0,0.9
CNC(=S)N(CCc1c(C)[nH]c2ccc(F)cc12)Cc1cccnc1,-11.5,-7.6,117.0,-1.0,-8.4,20.0,8.6,104.0,-0.9
COc1cc(NC(=O)c2ccc([N+](=O)[O-])o2)ccc1NC(=O)c1cccs1,6.7,0.2,117.0,0.1,8.6,-1.0,-0.8,122.0,-3.6
O=C(Nc1ccccc1)c1cc([N+](=O)[O-])ccc1NC1CCCCC1,-9.4,1.5,91.0,0.5,1.6,4.0,-5.9,96.0,0.1
COc1cccc(N2CC(C(=O)Nc3nnc(SCC(=O)NCC4CCCO4)s3)CC2=O)c1 (stereo not drawn),6.6,-2.2,104.0,11.1,-30.9,4.0,-9.8,98.0,-0.4
COc1ccc(NC(=S)NNC(=O)Cn2nc(C(F)F)cc2C(F)F)cc1,5.1,-0.4,99.0,5.2,-10.1,-2.0,-45.5,101.0,1.0
O=C(COc1ccccc1)Nc1cccc(-c2nc3cc4ccccc4cc3[nH]2)c1,-33.3,-2.7,132.0,17.4,12.1,12.0,-10.6,106.0,0.5
COC(=O)C1CSC(c2ccc(Cl)cc2)N1C(=O)c1ccccc1 (stereo not drawn),-8.3,-4.3,99.0,20.7,-20.3,2.0,7.0,101.0,-0.1

Compound profiles, as listed above. Screens in order: HCV NS3 hel inh | GalR3 antagonist | MEKK2 WT-MEK5 | UBC9 SUMO inh | DNA FID counter | MEKK2mut PB1 HTS | CRFR2-BP antag | MEKK3 PB1 HTS | CRFBP-R2 agonist
Profile of Cc1cccc(-n2c(SCC(=O)Nc3ncc(Cl)cc3Cl)nc3ccccc32)c1 = -6.1 | -1.6 | 99.0 | -1.6 | -21.1 | 1.0 | -20.1 | 95.0 | 3.1
Profile of CN(c1ccccc1C(=O)Nc1cccc([N+](=O)[O-])c1)S(=O)(=O)c1ccccc1 = -5.0 | -2.0 | 105.0 | -6.4 | -3.5 | 6.0 | 1.4 | 104.0 | -1.2
Profile of C=C(C)COc1ccc(-c2nc(N)ncc2Oc2ccccc2OCC)c(O)c1 = -6.9 | 6.8 | 116.0 | -6.4 | -6.2 | 13.0 | -8.4 | 113.0 | 4.2
Profile of COc1ccc2c(c1)c(=O)oc1cc(OCC(=O)N3CCc4ccccc4C3)ccc12 = 10.7 | -2.0 | 104.0 | 23.9 | -6.6 | 2.0 | -3.2 | 109.0 | 2.8
Profile of Cc1c(-n2c(-c3ccccc3Cl)n[nH]c2=S)c(=O)n(-c2ccccc2)n1C = 3.0 | -6.2 | 102.0 | 4.2 | -7.7 | 0.0 | 5.9 | 103.0 | 0.6

Returning to the listing; the two compounds before the break are reprinted first.
SMILES,HCV NS3 hel inh,GalR3 antagonist,MEKK2 WT-MEK5,UBC9 SUMO inh,DNA FID counter,MEKK2mut PB1 HTS,CRFR2-BP antag,MEKK3 PB1 HTS,CRFBP-R2 agonist
O=C(COc1ccccc1)Nc1cccc(-c2nc3cc4ccccc4cc3[nH]2)c1,-33.3,-2.7,132.0,17.4,12.1,12.0,-10.6,106.0,0.5
COC(=O)C1CSC(c2ccc(Cl)cc2)N1C(=O)c1ccccc1 (stereo not drawn),-8.3,-4.3,99.0,20.7,-20.3,2.0,7.0,101.0,-0.1
CCC(C)NS(=O)(=O)c1ccc(OCC(=O)Nc2ccc3c(c2)OCCO3)cc1 (stereo not drawn),-4.0,-3.0,101.0,18.9,-28.1,-1.0,21.4,101.0,-0.9
C/C(=N\Nc1nccnc1Cl)c1ccc(O)c(C)c1,10.0,1.8,102.0,-2.8,-5.9,1.0,24.4,105.0,-0.8
CCc1nc2ccc(C(=O)N3CCN(c4cccc(C)c4C)CC3)cc2nc1CC,-3.4,-2.8,93.0,-7.9,-50.0,-3.0,-6.8,95.0,0.6
N#Cc1c(-c2cccs2)cc(-c2cccs2)[nH]c1=O,-0.5,11.8,97.0,19.8,-1.9,0.0,-3.6,99.0,3.1

An excerpt (hit frequency here may not be typical).
